Tb PYK inh: T. brucei pyruvate kinase inhibition; 410,000 compounds, 0.12% hits; TbPYK enzyme, Kinase-Glo Plus ATP luminescence, 45 min; AID 624173; Q57TT1; Potency, µM (doses to about 76.8 µM), without a hit: top-dose activity, negative = inhibition, usual class: inhibitors; active = well fitted inhibition curve with a large enough effect; inconclusive = small, poorly fitted or top-dose-only effect; also: nearly all actives have a fitted effect of over 50% in size
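Readout: single end-point luminescence (Kinase-Glo Plus, 10 min). Reaction conditions were TbPYK/substrate plus 130 uM ADP, 45 min at RT, pH 7.2 TEA buffer. No-enzyme wells served as controls, and data were normalized before concentration-response fitting.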
Starred values were filed as active, the others as inactive; ? = inconclusive; [ ] = another dose, or the depositor's remark. % is scaled to controls: 0 for no effect and ±100 for the full control effect; potency is read from the fitted curve at half-maximal effect.

SMILES	Tb PYK inh
COc1cc2ccccc2cc1C(=O)Nc1ccc2oc(-c3cc(Br)ccc3Cl)nc2c1	3%
CCOC(=O)c1c(NC(=O)CSc2cn(CCNC(=O)c3cccc(C(F)(F)F)c3)c3ccccc23)sc2c1CCC2	1%
CC(C)C[C@@H]1O[C@H](CCc2ccccc2)Cc2[nH]c(=S)[nH]c(=O)c21	-3%
CNC(=O)OCc1cocc1COC(=O)NC	7%
COC(=O)CN1C(=O)C(C)(C)c2cc(S(=O)(=O)Nc3ccc(Br)cc3F)ccc21	2%
Cc1ccccc1-c1cnc(C(O)c2ccc(F)cc2C)[nH]1 (stereo not drawn)	5%
CCOC(=O)c1noc2ncn(CC(=O)O)c(=O)c12	0%
CCC1Oc2ccc(C)cc2N(CC(=O)N2CCN(c3ccccc3OC)CC2)C1=O (stereo not drawn)	1%
O=C(Cc1ccccc1)NCC(=O)N1CCN(c2ccc(F)cc2)CC1	2%
Cc1ccc(Cn2cc(C(=O)c3ccc(F)cc3)c(=O)c3cc4c(cc32)OCO4)cc1	4%
Cc1cc(Nc2cccc(C(F)(F)F)c2)nc2ccc(NC(=O)c3ccc(=O)[nH]c3)cc12	4%
COc1ccc(CCNC(=O)C2(c3cccs3)CCOCC2)cc1	3%
COC(=O)c1ccc(Cn2c(C)c(C(=O)NCc3cccc(C(F)(F)F)c3)sc2=O)o1	0%
O=C(NCc1ccccc1)c1cccc(NC(=O)C2CCC2)c1	-2%
CCCCN(C)CCNC(=O)c1nn(-c2ccc(OC)c(Cl)c2)c(=O)c2c1c1ccccc1n2C	2%
CCOC(=O)c1c(NC(=O)c2cc3nc(-c4ccc(Br)cc4)cc(C(F)(F)F)n3n2)sc(C(C)=O)c1C	-4%
O=S(=O)(Nc1ccccc1)C1CCCCC1	8%
Cc1ccc(NP(=O)(Oc2ccccc2)Oc2ccccc2)cc1	0%
CC[C@H](CO)Nc1nc(NCc2ccccc2)c2ncn(C(C)C)c2n1	0%
O=C1CC(c2ccccc2C(F)(F)F)c2c(c3ccccc3[nH]c2=O)O1 (stereo not drawn)	-3%

Brought forward from above: 7 entries, followed by the next part.
SMILES	Tb PYK inh
O=C(NCc1ccccc1)c1cccc(NC(=O)C2CCC2)c1	-2%
CCCCN(C)CCNC(=O)c1nn(-c2ccc(OC)c(Cl)c2)c(=O)c2c1c1ccccc1n2C	2%
CCOC(=O)c1c(NC(=O)c2cc3nc(-c4ccc(Br)cc4)cc(C(F)(F)F)n3n2)sc(C(C)=O)c1C	-4%
O=S(=O)(Nc1ccccc1)C1CCCCC1	8%
Cc1ccc(NP(=O)(Oc2ccccc2)Oc2ccccc2)cc1	0%
CC[C@H](CO)Nc1nc(NCc2ccccc2)c2ncn(C(C)C)c2n1	0%
O=C1CC(c2ccccc2C(F)(F)F)c2c(c3ccccc3[nH]c2=O)O1 (stereo not drawn)	-3%
CC(=O)c1ccc(NC(=O)CSc2nnc3c(n2)[nH]c2ccccc23)cc1	-1%
COC(=O)c1cc(NC(=O)c2oc(=O)c3ccccc3c2-c2ccccc2)cc(C(=O)OC)c1	-1%
O=C(CSc1nc2ccccc2nc1Cc1ccc(Cl)cc1)N1CCN(c2ccccc2F)CC1	-3%[15.4 µM]
Cc1cc(Cl)ccc1NC(=O)C1CCCN(c2nnc(C)c3c(C)n(-c4ccccc4)nc23)C1 (stereo not drawn)	-1%
CCOC(=O)c1ccccc1NC(=O)CN(c1ccccc1OC)S(=O)(=O)c1ccc(C)cc1	1%
Cc1ccc(NC(=O)CCCn2nc(C)c3sc4ccccc4c3c2=O)c(Cl)c1	4%
O=C(O)C1CC2C3CC(C(=O)O)C(C3)C2C1 (stereo not drawn)	-1%
CCc1nc2ccc(C(=O)NCCCN3CCCC3=O)cn2c1N(C)C(=O)c1cccc(OC)c1	4%
CC1(Oc2cccc(C#N)c2)CCN(Cc2csc3ccccc23)C1 (stereo not drawn)	2%
CCOC(=O)c1c(C)[nH]c(C)c1S(=O)(=O)N(C)CC(=O)Nc1cc(Cl)ccc1C	-12%
CCOC(=O)CSc1nnc(-c2ccc(S(=O)(=O)NCc3cccs3)cc2)o1	-6%
CCCCN(c1ccccc1)S(=O)(=O)c1ccc2c(c1)CC(C)N2C(=O)C1CC1 (stereo not drawn)	-7%
CN(CCCn1cnc2c(OCc3ccccc3)ncnc21)CCc1ccccn1	-5%
CCN1C[C@@H]2[C@@H]3C(=O)N(C)C(=O)[C@@H]3[C@](C)(C1=O)N2C(=O)c1ccc(C)cc1	-17%
CC(=O)C(Cc1ccccc1)NC(=O)COC(=O)c1cc(S(=O)(=O)N2CCOCC2)ccc1F (stereo not drawn)	3%
CCn1cc2nc(SCc3ccccc3F)n(Cc3ccc(C)cc3)c(=O)c2n1	-4%
Cc1cccc(NC(=O)CCNS(=O)(=O)c2ccc3c(c2)CCN3C(=O)C2CC2)c1	2%
CCC/C=C/c1ccc(CN2C(CC(C)C)C(=O)N(Cc3cn(CCC4OCCO4)nn3)CCS2(=O)=O)cc1 (stereo not drawn)	-1%
CCCCOc1ccc(CNC(=O)c2cnc3sc(N4CCCC4)nn3c2=O)cc1	2%
COc1ccc(CCN2CC(C(=O)OC(C)C(=O)Nc3ccc(NC(C)=O)cc3)CC2=O)cc1OC (stereo not drawn)	3%

In a second layout: results already given
| Molecule | Tb PYK inh |
| --- | --- |
| CNC(=O)OCc1cocc1COC(=O)NC | 7% |
| COC(=O)CN1C(=O)C(C)(C)c2cc(S(=O)(=O)Nc3ccc(Br)cc3F)ccc21 | 2% |
| Cc1ccccc1-c1cnc(C(O)c2ccc(F)cc2C)[nH]1 (stereo not drawn) | 5% |
| CCOC(=O)c1noc2ncn(CC(=O)O)c(=O)c12 | 0% |

Additional results
SMILES	Tb PYK inh
COC(=O)[C@]12CCCCC=C1N(Cc1ccco1)C(=O)[C@H](CC(=O)NCc1ccccc1)C2	1%
CCS(=O)(=O)N1CCc2cc(C(=O)Nc3cc(OC)c(Cl)cc3OC)ccc21	5%
CCCOc1ccc(-c2nonc2NC(=O)COc2ccc(C)cc2)cc1OCCC	1%
CC(C)C[C@@H](CN)NC(=O)c1nc[nH]c1C(=O)N[C@@H](C)C(=O)CNC[C@H](C)NC(=O)c1nc[nH]c1C(=O)N[C@@H](CC(=O)O)C(=O)O	?
CCOC(=O)[C@]12CCCC=C1N(Cc1ccc3c(c1)OCO3)C(=O)[C@H](CC(=O)NCc1ccc(OC)c(OC)c1)C2	-2%
NC(c1csc(NC(=O)Nc2cccc(C(F)(F)F)c2)n1)C1CCCCC1 (stereo not drawn)	-2%
COc1cc(C(O)c2nc(-c3csc4ccccc34)cs2)ccc1F (stereo not drawn)	0%
Cc1ccc(-n2ncc3c(N4CCN(C)CC4)ncnc32)cc1Cl	-2%
Cc1c(C(=O)NCc2cccc(C(F)(F)F)c2)sc(=O)n1Cc1ccc(S(=O)(=O)N(C)C)cc1	-4%
O=C(Cn1c(=O)nc(-c2ccccc2)c2ccccc21)NCCc1ccc(Cl)cc1	2%
O=C(NCCc1ccccc1F)C1CC(=O)N(c2ccc3c(c2)OCCO3)C1 (stereo not drawn)	3%
CCOC(=O)c1cccc(NC(=O)c2ccc3snnc3c2)c1	1%
O=C(Nc1ccc2c(c1)OCCO2)c1cccn(Cc2cccc([N+](=O)[O-])c2)c1=O	4%
COc1cc(Cl)c(C)cc1NC(=O)CCc1c(C)nc2cc(-c3cccc(F)c3)nn2c1C	1%
NC1(C(=O)O)CCCc2ccc(N(CCCl)CCCl)cc21 (stereo not drawn)	0%
CO[C@@H]1[C@@H]([C@H](C)[C@@H]2O[C@@]3(CC[C@@](C)([C@H]4CC[C@@](C)([C@H]5O[C@H]([C@H]6O[C@](C)(O)[C@H](C)C[C@@H]6C)C[C@H]5O[C@H]5C[C@@H](OC)[C@H](OC)[C@@H](C)O5)O4)O3)C[C@@H](O)[C@@H]2C)O[C@@](O)(CC(=O)O)[C@H](C)[C@H]1OC	0%
CCc1cccc(NC(=O)COC(=O)CSc2ccc(C)cc2)c1	-2%
CCOc1ccc(NC(=O)Nc2ccc3snnc3c2)cc1	2%
CN(C)c1ccc(CN(Cc2ccco2)C(=O)c2ccc(C(C)(C)C)cc2)cc1	-1%
CCOc1cccc2cc(-c3cn4c(n3)sc3ccccc34)c(=O)oc12	3%
Cc1ccc(C)c(S(=O)(=O)c2nnn3c2nc(NC2CCCCC2)c2sccc23)c1	0%
CCOC(=O)c1ccc(NC(=O)Cn2cc(C(=O)C3CC3)c3ccccc32)cc1	5%
CCc1nc2ccc(C(=O)NCc3ccccc3OC)cn2c1N(CC)CCOC	-1%
CC1CC2C3CCC4=CC(=O)C=CC4(C)[C@@]3(F)C(O)CC2(C)[C@@]1(O)C(=O)CCl (stereo partly drawn)	-20%
CSc1ccc(C2c3[nH]c4ccccc4c3CCN2C(=O)CCC2CCCC2)cc1 (stereo not drawn)	4%
Cc1cc(C)nc(Nc2nc(C(N)CCc3ccccc3)cs2)n1 (stereo not drawn)	-1%
O=C(Nc1sc2c(c1C(=O)NCC1CCCO1)CCC2)c1cc(=O)c2cc(Cl)ccc2o1 (stereo not drawn)	0%
Cc1ccc(-n2nc(CO)c(C(=O)NCC(c3ccccc3)c3ccccc3)n2)cc1	0%
CC(C)CCNC(=O)C1CC2Cn3c(nc4cc(Cl)c(Cl)cc43)C2N1C (stereo not drawn)	3%
CCc1nc2c(OCC(N)=O)cccn2c1N(C)C(=O)C(C)C	-4%
O=C(NC1CCCCC1)C1c2ccccc2OCC(=O)N1Cc1ccc2c(c1)OCO2 (stereo not drawn)	1%
Cc1ccc(-c2csc(NC(CO)c3nc4ccccc4n3CCOCCO)n2)cc1 (stereo not drawn)	-6%
COc1ccc(NC(=O)c2cnc[nH]2)cc1	-13%
O=C(NCc1ccccc1)C1=C[C@H](c2ccccc2)C[C@H](OCc2ccc(CO)cc2)O1	-1%
Cc1cccc(NC(=S)NC(=O)C(c2ccccc2)c2ccccc2)n1	-13%
CCS(=O)(=O)N1CCc2cc(C(=O)N3CCN(c4ccccc4)CC3)ccc21	-8%
CCOc1ccc(-n2c(=O)c3c4c(sc3n(CC(=O)NC(C)CC)c2=O)CCCCC4)cc1 (stereo not drawn)	-7%
N#C/C(=C\c1ccc(O)cc1)C(=O)O (tested in a mixture with another compound)	-5%
CCOc1ccc(Nc2nc3ccccc3n3c(CC)nnc23)cc1	-4%
CCCSc1nc2c([nH]c3ccccc32)c(=O)n1C	2%
CCCC1CC(C(=O)Nc2ccccc2)C(=O)O1 (stereo not drawn)	-3%
COc1ccccc1Cc1c(-c2ccco2)nc2c3ccccc3ccn12	0%
Cc1ccc(-c2nn3c(=O)cc(CN4CCN(C(=O)Nc5cc(Cl)ccc5C)CC4)nc3s2)cc1	0%
O=C(NCc1ccc2c(c1)CCN2C(=O)c1ccccc1)Nc1cccc(C(F)(F)F)c1	11%
Cc1ccccc1NC(=O)CN1CCN(c2ccc(F)cc2)CC1	3%
COc1ccc(OC)c(CCNC(=O)c2csc3c2CCCCC3)c1	-1%
CC1Cc2ccccc2N1C(=O)CSc1nnc(-c2ccccc2Cl)o1 (stereo not drawn)	1%
CCC(C)n1c(SCC(=O)NC2CC2)nc2ccccc2c1=O (stereo not drawn)	-5%
CSc1ccc(CC2C(=O)Nc3ccccc32)cc1 (stereo not drawn)	-17%
COCCCNC(=O)c1sc2nc(C)c(C(=O)Nc3ccc(C)cc3C)c(-c3ccc(Cl)cc3)c2c1N	0%
Further compounds follow.
SMILES	Tb PYK inh
Cc1cccc(NC(=O)c2cc(-c3ccc4c(c3)OCCO4)on2)c1	-9%
COc1cccc(/C=C/C(=O)N2CCN(S(=O)(=O)c3ccccc3)CC2)c1	7%
CNc1ccc(-c2cccc([N+](=O)[O-])c2)cn1	0%
COc1ccc(N2CCN(C(CNC(=O)C(=O)NCc3ccc(C)cc3)c3cccnc3)CC2)cc1 (stereo not drawn)	-2%
Cc1ccc2c(c1)C(c1ccccc1)N(C(=O)c1ccccc1F)CC(=O)N2 (stereo not drawn)	-3%
CCOc1nc(OCC)c2[nH]c(C(=O)O)c(Br)c2n1	4%
Cc1ccccc1Cn1c(CN2CCC(C(=O)NCCN(C)C)CC2)cc2ccccc21	0%
COP(=O)(OC)C(Nc1ccc(C)cc1)c1ccc(Br)cc1 (stereo not drawn)	-8%
O=C1NC(=O)C(=C2CCOC2=O)N1	-5%
COc1ccc(C(=O)c2cn(Cc3ccccc3F)c3cc4c(cc3c2=O)OCCO4)cc1OC	1%
COc1ccc2nc(N(Cc3cccnc3)C(=O)c3ccc(Cl)cc3)sc2c1	3%
CCOC(=O)c1c(NC(=O)CN2CCN(S(=O)(=O)c3cc(Cl)ccc3Cl)CC2)sc(C(=O)N(C)C)c1C	0%
CC(C)Oc1ccc(C(=O)Nc2nonc2-c2ccc(OC(C)C)cc2)cc1	-2%
COc1ccc(CN2CCN(Cc3c[nH]c4ccccc34)CC2)cc1OC	6%
Cc1cccc(Nc2nn3c(=O)c4cc5c(cc4nc3s2)OCO5)c1	-2%
CCOc1ccccc1CNC(=O)c1ccc(-n2c(C)cc3c2CCC(C)C3)cc1 (stereo not drawn)	2%
Cc1cc(=O)n(Cc2c(F)cccc2Cl)c2c1c(C)nn2C	-1%
Cc1cc(C)cc(NS(=O)(=O)c2ccc3c(c2)NC(=O)C(C)S3)c1 (stereo not drawn)	-2%
COc1ccc(C(=O)CC2(O)C(=O)N(Cc3ccccc3)c3ccc(Br)cc32)cc1 (stereo not drawn)	20%
COc1cc(-c2cnc3c(NC=O)cc(-c4ccccc4)cn23)cc(OC)c1OC	-5%
COc1ccc(CN(C)S(=O)(=O)c2nnc(NC(=O)C(C)C)s2)cc1OC	0%[15.4 µM]

An excerpt; count on the stated rates, not on these rows.
